RXFP1 antag – blocks the human relaxin receptor RXFP1. HEK293-RXFP1, relaxin-stimulated cAMP HTRF, 30 min; active compounds read low. activity change, negative = inhibition, % at 57.5 µM. hit rate 0.59% among 350,000. AID 1259400;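 active = activity change of -60% or lower, but not beyond a set lower limit; inconclusive = change between -60% and -40%, or beyond the set limit; inactive = change above -40%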
Target sequence (Q9HBX9 whole entry, looked up): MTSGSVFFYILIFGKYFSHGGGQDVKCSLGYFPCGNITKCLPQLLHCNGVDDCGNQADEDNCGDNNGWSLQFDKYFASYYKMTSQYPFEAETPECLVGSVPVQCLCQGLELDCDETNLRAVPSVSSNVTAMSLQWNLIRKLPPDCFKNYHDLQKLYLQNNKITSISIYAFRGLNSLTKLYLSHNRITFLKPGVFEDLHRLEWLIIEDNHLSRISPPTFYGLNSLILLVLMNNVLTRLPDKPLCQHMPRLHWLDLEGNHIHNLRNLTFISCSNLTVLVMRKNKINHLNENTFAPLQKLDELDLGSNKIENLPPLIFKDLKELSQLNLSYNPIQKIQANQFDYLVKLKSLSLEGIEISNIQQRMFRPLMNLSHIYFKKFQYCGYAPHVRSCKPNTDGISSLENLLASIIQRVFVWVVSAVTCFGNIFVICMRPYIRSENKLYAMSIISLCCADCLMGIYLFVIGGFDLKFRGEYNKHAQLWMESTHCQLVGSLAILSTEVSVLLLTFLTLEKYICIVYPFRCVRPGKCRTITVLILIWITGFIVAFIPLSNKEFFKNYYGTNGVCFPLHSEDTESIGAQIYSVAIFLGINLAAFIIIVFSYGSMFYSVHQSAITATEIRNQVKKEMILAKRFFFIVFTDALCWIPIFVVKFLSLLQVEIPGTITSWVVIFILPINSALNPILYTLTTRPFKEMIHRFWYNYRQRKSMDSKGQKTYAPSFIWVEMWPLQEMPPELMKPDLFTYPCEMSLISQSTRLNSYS
* hit, by the source's call; ? = inconclusive. % is set by controls: 0 for no effect and ±100 for the full control effect.

A first look:
SMILES	RXFP1 antag
O=C(N/N=C/c1ccc(Br)cc1)c1ccc(NC(=O)c2ccccc2)cc1	3
CC(=O)C(Cc1ccccc1)NC(=O)COC(=O)c1cc(S(=O)(=O)N2CCOCC2)ccc1F (stereo not drawn)	-3

The whole of this part, from the start:
SMILES	RXFP1 antag
O=C(N/N=C/c1ccc(Br)cc1)c1ccc(NC(=O)c2ccccc2)cc1	3
CC(=O)C(Cc1ccccc1)NC(=O)COC(=O)c1cc(S(=O)(=O)N2CCOCC2)ccc1F (stereo not drawn)	-3
COc1ccc(-c2noc(CN(C)S(=O)(=O)c3ccccc3)n2)cc1OC	0
CCOc1ccc(S(=O)(=O)N2CCN(C(=O)C3CC3C)CC2)cc1 (stereo not drawn)	-3
CN(C)C(=O)COC(=O)Cc1ccc(OC(=O)c2ccc(N=C(N)N)cc2)cc1	22
Cn1c(=O)c2[nH]c(CCNC(=O)c3ccccc3)nc2n(C)c1=O	3
C[C@]12C=CC(=O)C=C1[C@@H](F)C[C@@H]1[C@@H]2[C@@H](O)C[C@@]2(C)[C@H]1CC[C@]2(O)C(=O)CO	0
Cc1ccc(NS(=O)(=O)c2cccc(C(=O)NC3CCN(Cc4ccccc4)CC3)c2)cc1	-9
CCN1C=CC(=C2C(=O)c3ccccc3C2=O)C=C1	-6
COc1ccc(NC(=O)CN2c3cccc4cccc(c34)S2(=O)=O)cc1OC	-3
O=C(CN1C(=O)NC2(CCCc3ccccc32)C1=O)c1ccc(F)c(F)c1 (stereo not drawn)	8
Cn1ccnc1SCC(=O)NCC(=O)Nc1ccc(F)c(F)c1F	0
CC(=O)c1c(C)[nH]c(C(=O)CN(C)CC(=O)Nc2ccccc2Cl)c1C	-10
CCC1(c2ccccc2)NC(=O)N(CC(=O)N(c2ccccc2)C2CCS(=O)(=O)C2)C1=O (stereo not drawn)	-8
CC(C)c1ccc(N2C(=O)CC(Sc3nc4ccccc4o3)C2=O)cc1 (stereo not drawn)	-25

In the list so far, 2 contain an aryl thioether with sulfur outside any ring.
SMILES	RXFP1 antag
Cn1ccnc1SCC(=O)NCC(=O)Nc1ccc(F)c(F)c1F	0
CC(C)c1ccc(N2C(=O)CC(Sc3nc4ccccc4o3)C2=O)cc1 (stereo not drawn)	-25

Further entries follow:
SMILES	RXFP1 antag
Cc1cccc(C)c1NC(=O)Cn1c(=O)c(N2CCCCC2)c(N)n(C)c1=O	9
O=C(O)C1CC(Br)C(Br)CC1C(=O)O (stereo not drawn)	1
CCCCCC(=O)OCc1ccc(C2=CC(=O)CC(C)(C)C2=O)cc1	4
COc1cccc(NC(=O)CN(C)C(=O)CCNC(=O)c2ccccc2OC)c1	0
CN(CC(=O)NCc1ccco1)CC(=O)Nc1ccc(F)c(F)c1F	2
CC(OC(=O)c1ccc(NC(=O)CC#N)cc1)C(=O)Nc1ccc(S(=O)(=O)N2CCCC2)cc1 (stereo not drawn)	6
CN1CCCN(C(=O)CNC(=O)c2ccccc2Br)CC1	-7
COc1ccc2c(c1OC)OCC2C (stereo not drawn)	-10
CC(C)Cn1cnc2c(SCc3ccccc3)nc(N)nc21	0
Cc1cc(C(=O)CSc2nc3ccc(Cl)cc3[nH]2)c(C)n1Cc1ccco1	-11
O=C(Nc1ccc(F)cc1)c1ccccc1NC(=O)C1CCCCC1C(=O)O (stereo not drawn)	-9
Cc1c(C(=O)OCc2nnc(-c3ccccc3)o2)oc2ccccc12	8
Cc1nn(CCc2n[nH]c(=S)n2-c2ccc(F)c(Cl)c2)c(C)c1[N+](=O)[O-]	0
CCCCCCn1c(=O)n2n(c1=O)C[C@]1(OC(=O)NCC3CCCCC3)CN(S(=O)(=O)c3ccc(C)cc3)C[C@]1(O)C2	3
COc1cc(C(=O)N2CCN(S(=O)(=O)c3ccc(C)cc3)CC2)ccc1OCC(=O)N1CCOCC1	-6
O=C(CCCCC(=O)Sc1ccccc1)Sc1ccccc1	-9
CCSc1c([N+](=O)[O-])c(=O)n(-c2ccccc2)c2ccccc12	-28
CN(C(=O)COC(=O)c1ccc2ccccc2n1)c1ccccc1	-18
O=C(CCc1nc(-c2ccc(F)cc2)no1)Nc1cccc(C(=O)NC2CC2)c1	6
O=C1c2ccccc2C(=O)N1C1C=CC=CC=C1	1
CC(=O)Oc1ccc(/C=C(\NC(=O)c2cccc(Br)c2)C(=O)Nc2ccc(C(=O)O)cc2)cc1	-6
COCOCCn1cc(CN2CCS(=O)(=O)N(Cc3ccc(-c4ccc(OC)c(OC)c4)cc3)C(C)C2=O)nn1 (stereo not drawn)	5
Cc1ccc(NC(=O)c2ccc(=O)[nH]c2)cc1S(=O)(=O)N1CCCCCC1	-5
CCOC(=O)CCCN(c1[nH]c(C)c(C)c1C#N)S(=O)(=O)c1ccc(C)cc1	3
O=C1CCCCC1CCc1ccncc1 (stereo not drawn)	9
CC(C)N=C1CCCC1C(=S)SSC(=S)C1CCCC1=NC(C)C (stereo not drawn)	-73*
O=C(NNC(=O)c1cccc2ccccc12)c1cccc(F)c1	-5
N#CC(Cc1cccs1)c1nc2ccccc2[nH]1 (stereo not drawn)	1
Cc1cc(O)cc(O)c1/C=N/NC(=O)c1ccc2c(c1)OCCO2	7
O=C(Nc1cccc(S(=O)(=O)N2CCOCC2)c1)C12CC3CC(CC(C3)C1)C2	-3
CN1CCN(C2CN(Cc3ccc([N+](=O)[O-])cc3)S(=O)(=O)C2)CC1 (stereo not drawn)	2
O=C(Nc1ccc(Cl)cc1)OCCN1CCOCC1	-3
CC1=CC2(C)NC(=O)C(C)C12 (stereo not drawn)	-13
O=C(NC(=S)Nc1ccc([N+](=O)[O-])cc1)c1ccco1	0
CCOc1cc(/C=C2\N=C(C)OC2=O)cc(Cl)c1OCC(=O)OC	0
COc1ccccc1OCC(=O)N/N=C(\C)c1ccc2ccccc2c1	1
Cc1cc(C(=O)COC(=O)/C=C/c2ccco2)c(C)n1C	-17
Cc1cccc(C)c1NC(=O)C(c1ccccc1)N1CCC2(CC1)OCCO2 (stereo not drawn)	3
COc1ccc(C(=O)CC(=O)c2ccccc2)cc1	1
O=c1cc(CSc2nc(NCc3ccc(Cl)cc3)c3ccccc3n2)nc2ccc(Cl)cn12	7
COc1ccccc1C(O)(c1ccccc1)c1ccccc1OC	?
O=C(CCNC(=O)c1ccccc1)Nc1ccc(S(=O)(=O)Nc2ncccn2)cc1	21
COc1ccc2c(c1)C(=O)C1(CC2)OC1c1cccnc1 (stereo not drawn)	14
COc1ccccc1C=NNC(=O)C(=O)NN=Cc1ccccc1OC	-1
COC(=O)c1ccc(CSc2ccc3nnc(-c4ccc(OC)c(OC)c4)n3n2)o1	5

An excerpt taken from the entries so far:
SMILES	RXFP1 antag
O=C(CCc1nc(-c2ccc(F)cc2)no1)Nc1cccc(C(=O)NC2CC2)c1	6
O=C1c2ccccc2C(=O)N1C1C=CC=CC=C1	1

Next records.
SMILES	RXFP1 antag
O=CNc1ccc2c3c(cccc13)-c1ccccc1-2	20
CC(=O)Nc1ccc2c3c(cccc13)CC2	-8
COc1cc(OC)c(C(=O)NNC(=O)c2ccc(NS(=O)(=O)c3cccs3)cc2)cc1OC	-5
CCOc1ccc(NC(=O)CN2C(=O)NC(CCc3ccccc3)C2=O)cc1OCC (stereo not drawn)	-5
CCCCCCCCCCCCCC(=O)OC(C)C	-4
Nc1cc(N)nc(SCc2ccccc2Cl)n1	0
Cc1ccc(SCC(=O)NC(=O)c2ccccc2Br)c(C)c1	-8
COc1cc(OC)cc(C(=O)NNC(=O)c2nn(C)c(=O)c3ccccc23)c1	2
CC1C(=O)C(C)C(c2ccccc2)N(N=O)C1c1ccccc1 (stereo not drawn)	8
CC(C)CC1C(=O)N(Cc2cn(CCC3OCCCO3)nn2)CCS(=O)(=O)N1Cc1ccc(-c2cccc(CO)c2)cc1 (stereo not drawn)	2
CCOC(=O)c1ccoc1CN1CCN(S(=O)(=O)c2ccc(C)c(C)c2)CC1	-9
O=C1NC(C2CC3C=CC2C3)Nc2ccccc21 (stereo not drawn)	-1
O=C(CCc1ccc(S(=O)(=O)N2CCOCC2)cc1)Nc1c(F)cccc1F	-7
COc1ccc(Cl)cc1NC(=O)CN1CCN(C(=O)N2CCOCC2)CC1	-9
O=C(Nc1c(Br)cc2c(c1Br)Cc1ccccc1-2)C(Cl)Cl	-9

7 of the compounds above, comma-delimited.
Compound,RXFP1 antag
CCCCCCCCCCCCCC(=O)OC(C)C,-4
Nc1cc(N)nc(SCc2ccccc2Cl)n1,0
Cc1ccc(SCC(=O)NC(=O)c2ccccc2Br)c(C)c1,-8
COc1cc(OC)cc(C(=O)NNC(=O)c2nn(C)c(=O)c3ccccc23)c1,2
CC1C(=O)C(C)C(c2ccccc2)N(N=O)C1c1ccccc1 (stereo not drawn),8
CC(C)CC1C(=O)N(Cc2cn(CCC3OCCCO3)nn2)CCS(=O)(=O)N1Cc1ccc(-c2cccc(CO)c2)cc1 (stereo not drawn),2
CCOC(=O)c1ccoc1CN1CCN(S(=O)(=O)c2ccc(C)c(C)c2)CC1,-9

(listing goes on)
SMILES	RXFP1 antag
C[C@@H]1CN([C@@H](C)CO)C(=O)CCCn2nncc2CO[C@@H]1CN(C)S(=O)(=O)c1ccc(-c2ccccc2)cc1	-10
C[C@H](CO)N1C[C@H](C)[C@@H](CN(C)C(=O)C2CCCCC2)OCc2cn(nn2)CCCC1=O	9
CCOc1cc(N2CCOCC2)c(OCC)cc1NC(=O)CN1C(=O)NC(C)(c2ccc(OC)cc2)C1=O (stereo not drawn)	-4
C[C@@H]1CN([C@@H](C)CO)S(=O)(=O)c2ccc(Br)cc2O[C@@H]1CN(C)S(=O)(=O)c1cn(C)cn1	-1
CCOc1ccc(Nc2nc3ccccc3n2C)cc1	2
Nc1nc(SCc2ccccn2)c2ncn(C3CCCC3)c2n1	-22
N=c1nc2n(cc1F)C1OC(CO)C(O)C1O2 (stereo not drawn)	-4
CCCCCCN1CCN(C2CN(Cc3ccc([N+](=O)[O-])cc3)S(=O)(=O)C2)CC1 (stereo not drawn)	7
CC(Nc1ccc(Br)cc1)C(=O)NC(=O)NC1CCCCC1 (stereo not drawn)	-1
CCCC1CC(C(=O)Nc2ccccc2)C(=O)O1 (stereo not drawn)	-19
O=C(NCc1ccccc1F)C12CC3CC(CC(C3)C1)C2	7
OC(Cn1cncn1)(Cn1cncn1)c1ccc(F)cc1F	18
CC1CCCCN1C(=O)c1ccc(C(=O)c2ccccc2)cc1 (stereo not drawn)	5
O=C(COc1ccc(-n2cnnn2)cc1)Nc1ccc(F)c(F)c1	-5
N#Cc1ccsc1NC(=O)CN1C(=O)NC2(CCCCC2)C1=O	4
COc1ccc(CCNC(=O)c2ccc3c(c2)S(=O)(=O)N=C2CCCCCN23)cc1OC	-5
CC(C)c1ccc(NC(=O)COC(=O)C2CC3C=CC2C3)cc1 (stereo not drawn)	-10
Oc1cccc(O)c1	-12
O=C(CSc1cccc[n+]1[O-])Nc1ccc(Br)cc1Br	-3
CC1CCCCC1NC(=O)CN1CCC(NC(=O)C(C)(C)C)CC1 (stereo not drawn)	0
O=C(COC(=O)CCC(=O)c1ccc(Cl)cc1)NCc1ccc(F)cc1	-10
O=C(CCNC(=O)c1ccco1)NCCc1c[nH]c2ccccc12	-6
CCOC(=O)Cc1csc(NC(=O)c2sc3nc4ccc(CC)cc4cc3c2N)n1	-3
Cc1ccc(S(=O)(=O)CCC(=O)OCCOc2ccc(Br)cc2)cc1	3
Cc1ccc(S(=O)(=O)NN=Cc2ccc(N3CCOCC3)cc2)cc1[N+](=O)[O-]	-4
COc1ccc(S(=O)(=O)N2CCN(C(=O)c3cc(C4CC4)nn3-c3ccccc3)CC2)cc1OC	1
O=S(=O)(Oc1ccccc1-c1ccccc1)c1ccccc1	-4
CC(C(O)c1ccccc1)N(C)CCOC(c1ccccc1)c1ccccc1 (stereo not drawn)	-31
Cc1cccc(OCC(=O)NNC(=O)CCN2CCN(c3ccccc3)CC2)c1C	-1
Cn1nnnc1SCC(=O)N1N=C(c2cccs2)CC1c1cccs1 (stereo not drawn)	-4
Cc1ccc(C(=O)OCC(=O)NC(C)C2CC3CCC2C3)cc1N (stereo not drawn)	-4
Cc1ccc(S(=O)(=O)N2C[C@@H](C)[C@]3(C2)[C@H](O)[C@H](OC(=O)NC2CC2)C[C@H]2C(=O)N(c4ccccc4)C(=O)[C@H]23)cc1	6
O=c1cc(N2CCCCC2)c(-c2ccccc2)nn1Cc1ccccc1Cl	-15
Cc1ccc2nc(SCC(=O)N3N=C(c4cccs4)CC3c3ccc(F)cc3)nc(=O)n2c1 (stereo not drawn)	-7
COC(=O)C1C(=O)C2=C(CC1C)NC(C)=C(C(=O)OC(C)C)C2c1ccc(OC)c(O)c1 (stereo not drawn)	25
C[n+]1c(-c2ccccc2)sc([S-])c1-c1ccccc1	-1
CC1CC(C)CN(S(=O)(=O)c2ccc(C(=O)OCC(=O)Nc3ccccc3)cc2)C1 (stereo not drawn)	6
CC(=O)c1ccc(OC(=O)CCNC(=O)c2ccccc2)cc1	-5
Cn1cccc1C(=O)NC(=O)COC(=O)c1ccc(S(C)(=O)=O)c([N+](=O)[O-])c1	?
CC(OC(=O)c1ccc([N+](=O)[O-])cc1)C(=O)NCC1CCCCC1 (stereo not drawn)	-3
COCCN(C(=O)COC(=O)c1ccc(-c2ccccc2)cc1)c1c(N)n(Cc2ccccc2)c(=O)[nH]c1=O	-10
CC1=C(C(=O)N(C)C)CC(CC(=O)NC2CCCCC2)C(=O)N1CCCN1CCCC1=O (stereo not drawn)	1
CCOc1ccc(NC(=O)COc2ccc(N3CC(C(N)=O)CC3=O)cc2)cc1 (stereo not drawn)	-18
CC(O)C(NS(=O)(=O)c1ccc(Cl)cc1)C(=O)OCCOc1ccc(F)cc1 (stereo not drawn)	-2
COc1cc(N)c(Cl)cc1C(=O)OCC(=O)Nc1ccc(N2CCOCC2)cc1	4
Cc1c2cnccc2c(C)c2c1oc1ccccc12	-21
CC(=O)c1ccc(S(=O)(=O)NCC(=O)NC(c2nc3ccccc3[nH]2)C(C)C)cc1 (stereo not drawn)	7

Some of the compounds tested; the hit share may differ from the screen's.
